Screening data from PubChem.
CHO-K1 Ca antag – counter-screen for M1 antagonists: effect in parental CHO-K1 cells. 360,000 compounds, 0.6% hits. ATP-induced calcium, Fluo-8 fluorescence. inhibition, % at 3 µM. AID 602250;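 active means inhibition above a per-plate cutoff, the plate's mean sample inhibition plus 3 SD, cut at about 24% in these data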;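 further: 0% = DMSO plus EC80 ATP and 100% = DMSO alone without ATP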
TAAR1 antagonist – human TAAR1 antagonists, primary screen, Fluo-8 calcium fluorescence, CHO RD-HGA16 cells. AID 624466, 2012. 360,000 compounds, 1.5% hits. antagonist. Trace amine-associated receptor 1 (Homo sapiens), Q96RJ0. inhibition, % at 3 µM;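 active means inhibition above a per-plate cutoff, the mean inhibition of test compounds on that plate plus 3 SD, cut at about 49% in these data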;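 further: 0% = DMSO plus EC80 beta-PEA response and 100% = DMSO alone without agonist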
Target sequence (Q96RJ0 whole entry, looked up): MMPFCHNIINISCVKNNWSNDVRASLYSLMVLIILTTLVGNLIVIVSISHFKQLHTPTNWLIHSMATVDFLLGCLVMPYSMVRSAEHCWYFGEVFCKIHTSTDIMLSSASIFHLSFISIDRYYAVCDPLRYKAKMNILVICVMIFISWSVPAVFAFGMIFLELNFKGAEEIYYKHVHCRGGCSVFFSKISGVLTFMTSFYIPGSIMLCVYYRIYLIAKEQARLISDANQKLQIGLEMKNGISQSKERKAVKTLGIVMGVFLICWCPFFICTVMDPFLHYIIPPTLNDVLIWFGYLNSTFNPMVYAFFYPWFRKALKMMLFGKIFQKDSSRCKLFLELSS
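Test system: CHO RD-HGA16 cells bearing hTAAR1 | Reagent: β-PEA, EC80 | Compound dosing: 3 µM, single point | Schedule: Dye loading 75 min at 37 °C, then 30 min room temperature | Signal: Calcium fluorescence with Fluo-8 | Evaluation: Percent inhibition of PEA-evoked calcium signal, max/basal emission ratio | Control set: DMSO-only wells and EC80 β-PEA-stimulated wells | Repeats: Singlicate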
TAAR1 agonist – human TAAR1 agonists, primary screen, Fluo-8 calcium fluorescence, CHO RD-HGA16 cells; vehicle wells 0%, saturating PEA agonist 100%; activation, % at 3 µM; 360,000 compounds, 0.99% hits; AID 624467, 2012;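 active means activation above the mean activation of all test compounds in the run plus 3 SD, cut at about 38% in these data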
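System: CHO-derived RD-HGA16 cells with stable Gα16 and human TAAR1 / Times: 17-24 h plating, Fluo-8 75 min 37 °C, 30 min RT / Technique: calcium-sensitive Fluo-8 signal, excitation 470-495, emission 515-575 nm / Measure: % activation relative to PEA EC100 response / Benchmarks: DMSO and PEA EC100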
CHRM1 antagonist – human M1 muscarinic receptor antagonists, primary screen, CHO-K1 cells, Fluo-8 calcium fluorescence, 1536-well | Muscarinic acetylcholine receptor M1 (Homo sapiens), P11229 | CHO-K1 hM1, ACh EC80 antagonist | inhibition, % at 3 µM | 360,000 compounds, 1.3% hits | AID 588852, 2011;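 active means percent inhibition above its own plate's cutoff, namely the mean of that plate's compound wells plus 3 SD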;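 further: peak over basal fluorescence ratio during 140 s after agonist addition; 0% = ACh EC80 plus DMSO and 100% = DMSO alone without agonist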
CHO-K1 Ca PAM – nonselective calcium activators in parental CHO-K1 cells, primary screen, counter-screen for M1 PAM project, cell-based, Fluo-8 calcium fluorescence, full deck, 1536-well | ATP EC20; 0% at ATP EC20, 100% at ATP max | activation, % at 3 µM | AID 602247, 2012 | 360,000 compounds, 0.02% hits;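 active means activation above the run cutoff, the mean activation of all test compounds plus 3 SD, cut at about 40% in these data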;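 further: peak over basal fluorescence ratio in a 140 s read after ATP addition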
OXTR potentiate – human OXTR potentiators, primary screen, fluorescence, CHO-OTR cells, Fluo-8 calcium; Oxytocin receptor (Homo sapiens), P30559; Fluo-8 calcium fluorescence, potentiator mode; 0% = oxytocin EC15, 100% = EC100; activation, % at 3 µM; 320,000 compounds, 0.061% hits; AID 2445, 2010;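 active means activation above that plate's cutoff, the mean activation of tested compounds plus 3 SD, cut at about 6.6% in these data, passing the limit was not always enough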;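 further: 100% uses oxytocin at 75 nM as the full agonist control; some results filed as inactive read as strong as hits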
Target sequence (P30559 whole entry, looked up): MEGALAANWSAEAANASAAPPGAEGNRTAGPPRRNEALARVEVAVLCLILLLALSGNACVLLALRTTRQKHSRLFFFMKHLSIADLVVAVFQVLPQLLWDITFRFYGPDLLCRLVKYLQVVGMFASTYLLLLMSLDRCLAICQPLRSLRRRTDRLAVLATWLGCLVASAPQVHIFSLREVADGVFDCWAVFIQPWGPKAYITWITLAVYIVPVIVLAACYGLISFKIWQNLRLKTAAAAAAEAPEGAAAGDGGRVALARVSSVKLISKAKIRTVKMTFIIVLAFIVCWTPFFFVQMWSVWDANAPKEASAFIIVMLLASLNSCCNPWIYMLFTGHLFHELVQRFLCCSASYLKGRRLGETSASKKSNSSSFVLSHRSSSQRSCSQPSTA
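Measured by – Fluo-8 calcium dye fluorescence · Test system – human OTR in CHO cells · Dosing – one concentration, 3.0 µM compound · Controls – EC15 oxytocin alone as 0%, 75 nM oxytocin as 100% · Evaluation – normalized max/min fluorescence ratio, % activation · Timing – 6 min pre-incubation, 100 s read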
CHRM1 agonist – human M1 muscarinic receptor agonists, primary screen, Fluo-8 calcium fluorescence, CHO-K1 cells, HTS | Muscarinic acetylcholine receptor M1 (Homo sapiens), P11229 | CHO-K1 hM1, agonist mode; 0% DMSO, 100% acetylcholine EC100 | activation, % at 3 µM | 360,000 compounds, 0.33% hits;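 active means activation above the run's mean compound activation plus 3 SD, cut at about 16% in these data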;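 further: peak over basal fluorescence ratio within a 140 s kinetic read after compound addition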
M1 ag parental – counter-screen for M1 agonists: effect in parental CHO-K1 cells. Fluo-8 calcium fluorescence; scaled to maximal ATP response, vehicle zero. activation, % at 3 µM. 360,000 compounds, 0.48% hits. AID 602248, 2012; in the data active means activation above about 15%;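 further: untransfected CHO-K1 host cells lacking M1 receptor as counterscreen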
CHO parental Ca – ATP-evoked calcium signal inhibitors, parental CHO, primary screen, counter-screen for OX1R antagonist project, cell-based, fluorescence, Fluo-8 calcium dye; AID 463079, 2010; inhibition, % at 5.6 µM; parental CHO-K1, ATP-induced calcium, Fluo-8 fluorescence; 330,000 compounds, 0.63% hits;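 active means inhibition above that plate's mean sample inhibition plus 3 SD, cut at about 26% in these data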;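 further: 0% = ATP-challenged DMSO wells and 100% = DMSO wells without ATP; some compounds past the cut are filed as inactive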
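Material: Parental CHO cells | Reagent: ATP | Compound dosing: Single nominal dose of 5.6 µM per compound | Detection: Intracellular calcium via Fluo-8 no-wash fluorescent dye | Read-out: % inhibition of ATP-induced calcium mobilization | Benchmarks: Low control ATP plus DMSO, high control DMSO only | Replicates: Singlicate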
* marks the source's active call; other numbers are inactive results; . = not tested or not shown.

SMILES	CHO-K1 Ca antag	TAAR1 antagonist	TAAR1 agonist	CHRM1 antagonist	CHO-K1 Ca PAM	OXTR potentiate	CHRM1 agonist	M1 ag parental	CHO parental Ca
CN(C)c1oc(-c2ccco2)nc1C#N	17	3	6	21	-8	-9	-2	-0.1	0
O=C1C=C(c2cccc(Cl)c2)C[C@@H](c2ccc(Cl)cc2)C1	-16	19	4	-2	17	-5	-4	0.7	-29
COc1ccc(Nc2c(-c3cc4ccccc4o3)nc3nc(C)cc(C)n23)cc1	-12	-19	-1	.	4	.	.	-0.1	.
O=C(O)CCNS(=O)(=O)c1ccc2ccccc2c1	-8	-2	3	3	25	-9	-4	0.5	-1
COc1cccc(NC(=O)CN2C(=O)NC(C)(c3ccc(C)cc3)C2=O)c1 (stereo not drawn)	-13	-4	10	-5	5	-11	16	5.5	-27
CN(C)/C=C(\C#N)C(=O)N/N=C(\CC(=O)C(F)(F)F)c1ccco1	-15	-3	3	1	3	-16	-1	0.1	-13
O=C(Nc1cccc(C(=O)N2CCCc3ccccc32)c1)c1ccccc1	-2	-2	6	-11	16	-6	-4	2.4	-12
O=C(NCc1ccco1)c1nn2cccnc2c1Cl	-7	-16	2	-11	13	1	-2	0.0	-10
CCC1(c2ccccc2)NC(=O)N(CC(=O)N(C)CC(=O)Nc2ccc(F)c(F)c2F)C1=O (stereo not drawn)	8	-1	3	-15	23	-10	-8	0.8	-4
Cc1cc(C)nc(SCc2ccc(C(=O)N/N=C3\CCCC(=O)C3)cc2)n1	-15	9	0	-11	5	-1	-2	-0.3	-19
COc1cc(C2=CCN(C(C)=O)CC2)ccc1OC(C)=O	-10	-2	9	-6	14	-8	-1	0.3	17
COc1ccc(/C=N/NC(=O)CC(=O)NC2CCCCC2)cc1	-4	7	8	3	18	-16	-6	1.6	0
Cc1ccc(C2(C)NC(=O)N(CC(=O)Nc3cc(C)on3)C2=O)cc1 (stereo not drawn)	-2	6	7	-3	-5	-3	0	1.1	3
CC1=C(SCc2ccccc2)C(=O)c2ccccc2C1=O	-2	16	8	5	-13	.	1	0.0	.
CCN1CCN(C(=O)CN(CC)S(=O)(=O)c2ccc3ccccc3c2)CC1	-11	3	1	-26	21	-5	-3	0.5	-4
COc1ccccc1CNS(=O)(=O)c1ccc(Br)s1	-13	10	2	-4	12	-22	-3	0.7	-6
CSCCC(NC(=O)CCN1C(=O)c2ccccc2C1=O)C(=O)O (stereo not drawn)	-10	2	9	0	26	4	-4	1.2	-2
Cn1ccs/c1=N\C(=O)Nc1ccccc1	-4	7	-1	-9	10	4	-3	0.1	0
COc1cc(NC(=O)Nc2cccc3cccnc23)cc(OC)c1OC	2	7	22	-10	2	.	3	1.9	.
CCOC(=O)c1cc(C#N)c(C)nc1N(CC)CC	-7	25	1	-14	19	0	-2	0.9	-18
COc1cccc(NC(=O)CN(C)C(=O)c2sc3cc(Cl)ccc3c2Cl)c1	8	-6	2	-7	-18	-11	-2	0.5	-16
C#CCSc1nsc(SCC#C)c1C#N	-13	17	-1	25	22	-2	-13	0.8	-8
O=C(Cn1c(=O)oc2ccccc21)N1CCCCC1	23	-2	11	7	-6	0	-3	-0.2	6
CC(=O)N1CCN(S(=O)(=O)c2ccc(C)cc2)C1C(C)C (stereo not drawn)	7	-4	3	6	-2	1	-2	2.1	-2

Copied from the listing, 2 compounds:
SMILES	CHO-K1 Ca antag	TAAR1 antagonist	TAAR1 agonist	CHRM1 antagonist	CHO-K1 Ca PAM	OXTR potentiate	CHRM1 agonist	M1 ag parental	CHO parental Ca
O=C(Cn1c(=O)oc2ccccc21)N1CCCCC1	23	-2	11	7	-6	0	-3	-0.2	6
CC(=O)N1CCN(S(=O)(=O)c2ccc(C)cc2)C1C(C)C (stereo not drawn)	7	-4	3	6	-2	1	-2	2.1	-2

New compounds follow.
SMILES	CHO-K1 Ca antag	TAAR1 antagonist	TAAR1 agonist	CHRM1 antagonist	CHO-K1 Ca PAM	OXTR potentiate	CHRM1 agonist	M1 ag parental	CHO parental Ca
Cc1cccc(OCC(=O)N(Cc2ccccc2)c2c(N)n(Cc3ccccc3)c(=O)[nH]c2=O)c1	-16	4	8	-16	4	-1	8	0.2	-22
Cc1ccccc1C(=O)N[C@H](C(=O)Nc1ccc(Cl)c(Cl)c1)C(C)C	1	-5	0	-9	5	-6	-8	0.5	-15
COc1ccccc1CNCc1ccc(C)cc1	-9	0	5	-7	5	0	-6	-0.2	-14
Cc1ccc(-n2c(SCc3cc(=O)n4ccsc4n3)nnc2-c2cccnc2)c(C)c1	-4	-10	10	-4	-2	5	-12	-0.4	-10
O=C(Oc1nsnc1N1CCOCC1)N1CCCC1	-1	6	12	-1	-2	6	-1	-0.6	-6
COc1ccccc1NS(=O)(=O)c1cccc(C(=O)NCc2ccco2)c1	-6	-10	1	-1	13	-2	-6	1.1	-12
CCc1nnc2n1N=C(c1ccc(Cl)cc1Cl)CS2	-27	-16	-3	-14	19	-5	-6	-1.1	-4
O=C(Nc1cccc(S(=O)(=O)c2cccc(NC(=O)C3CC3)c2)c1)C1CC1	-28	15	11	5	19	-8	0	12	-15
Cc1ccc(S(=O)(=O)c2nnn3c2nc(N2CCC(C(N)=O)CC2)c2ccccc23)cc1	-5	-13	2	-9	3	-9	-3	0.8	-20
S=C(NCC1(c2ccccc2)CCCC1)Nc1ccccc1	-6	4	6	26	8	-21	-7	6.2	-8
COC(=O)C(CCSC)NC(=O)CNC(=O)C1CCCCC1 (stereo not drawn)	-15	-1	0	-15	10	-4	-3	-0.1	-1
O=C(Nc1ccc2oc(-c3cccnc3)nc2c1)c1ccco1	-4	19	5	-8	5	-4	-2	1.2	-15
COc1cc2c(cc1OC)CN(C(=O)CCNS(=O)(=O)c1ccccc1F)CC2	-15	-17	0	-15	17	-8	-3	1.6	-14
CCCCCCSc1cccc(-c2nc3ccc(C)cn3c2NC2CCCCC2)c1	7	-8	3	3	-11	-3	-1	-0.4	-15
CCOC(=O)c1sc(-c2ccc(OC)cc2)cc1N	28*	6	-2	-2	-6	-12	4	-0.1	-18
CCc1noc(C)c1C(=O)Nc1nc(-c2cccs2)cs1	-15	-15	3	-3	1	7	-6	1.5	-28
O=C(c1cc(-c2ccc3c(c2)OCO3)on1)N1CCOCC1	-10	12	0	-3	17	-4	-5	3.1	0
Cc1c(NC(=O)c2cc(-c3ccc(Cl)s3)nc3ccccc23)c(=O)n(-c2ccccc2)n1C	-3	24	13	4	14	3	-2	2.0	-9
CN1CCC(CNC(=O)Nc2csc3ccccc23)CC1	-12	-34	2	-22	-3	-4	-3	0.1	7
CC1(C)NC(=O)N(CC(O)COc2ccccc2-c2ccccc2)C1=O (stereo not drawn)	-14	11	10	-5	9	-5	-1	3.2	-22
COC(=O)NCCc1cc(OC)c(OC)cc1S(=O)(=O)N1CC(=O)Nc2ccccc21	1	-15	2	14	6	-11	-2	7.0	2
CN1CCN(/N=C/c2ccc(-c3ccc([N+](=O)[O-])cc3)o2)CC1	-2	9	4	-2	1	-4	-9	5.3	0
O=Cc1cn(CCC(=O)O)nc1-c1cccc(Cl)c1	-18	-4	0	-4	7	-8	-6	0.4	-5
CCOC(=O)N1CCN(c2cc(=O)n(C)c(=O)n2C)CC1	-14	-6	1	-12	10	-5	-5	0.3	-5
Cc1cc(N2CCCCC2)nc(NCc2ccccc2)n1	13	64*	100*	16	0	-21	21*	20*	8
Cc1nn(C)c(Oc2ccccc2)c1[N+](=O)[O-]	2	-21	1	1	-5	5	-4	0.0	0
Nc1ccc(Cc2ccc(N)c(C(=O)O)c2)cc1C(=O)O	-17	18	6	-8	8	-1	3	0.8	-4
COc1ccc([C@H]2C[C@H](n3cc(-c4ccc(F)cc4)nn3)[C@@H](O)CN2Cc2cccs2)cc1	-6	-15	13	-7	16	.	-1	2.1	.
CS(=O)(=O)N(Cc1ccco1)Cc1ccccc1Cl	6	-7	18	-12	7	7	-7	0.5	-15
Cn1c(=O)n(C)c2cc(C(=O)Nc3ccc(Br)cc3)ccc21	5	10	5	-18	-4	-20	0	-0.5	-21
Cc1ccc(-n2c(C)cc(C(=O)CSc3nnc4ccccn34)c2C)cc1	2	6	4	-3	2	-10	-8	2.8	-10
O=C(CSc1nnc(C2CC2)n1C1CC1)c1ccc(F)cc1	-4	-6	1	-5	-8	-9	-3	-0.2	2
O=C(NCCCCNC(=O)c1ccccn1)c1ccccn1	-9	-13	0	-4	-1	-18	-2	0.1	0
CC(C)C[C@H]1CNC(=S)N1CC1CCCN1C[C@H](Cc1ccccc1)N1C[C@H](Cc2ccccc2)N(CC2CCCCC2)C1=S (stereo partly drawn)	1	-15	0	-7	10	.	0	0.9	.
COCCN1Cc2cccc(C(=O)Nc3cccnc3)c2C1=O	-5	-19	3	-8	6	7	-5	0.3	-7
O=C(c1ccc(Br)cc1)N1CCN(Cc2ccccc2)CC1	-5	4	4	-13	15	-9	-3	1.3	-11
CCOC(=O)Cc1c(C)[nH]n(-c2ccccc2)c1=O	-6	10	0	2	5	-8	-2	0.6	-13
O=c1cc(CN2CCN(c3ccc(Cl)c(Cl)c3)CC2)c2ccccc2o1	-15	-30	-1	-21	-3	.	0	0.4	.
O=C(NCCOc1ccc(Cl)cc1)C1CCCCC1	-9	-4	-3	-8	9	-14	-2	1.6	3
c1ccc(CSc2ncnc3c2sc2nc(N4CCOCC4)c4c(c23)CCCC4)cc1	-2	-17	2	-9	23	-1	-1	0.6	-3
CCNc1c(NC(=O)COc2ccc(Cl)cc2)c(=O)oc2ccccc12	9	-12	13	24	-19	-8	-1	3.2	12
Cc1cc2c(SCC(=O)NC3CCCCC3)ncnc2s1	-10	-1	5	-11	15	-6	-9	3.2	-19
O=C(COC(=O)c1ccco1)NNC(=O)c1ccc(Cl)cc1	-17	2	3	-19	21	2	-1	0.1	6
